BAZ2B block = qHTS Assay for Inhibitors of BAZ2B; AID 504333, 2011; AlphaScreen BAZ2B-H3K14Ac peptide displacement; Potency, µM (doses to about 114 µM), for the others: at the top dose activity change, negative = inhibition, actives largely listed as inhibitors; Bromodomain adjacent to zinc finger domain protein 2B (Homo sapiens), Q9UIF8; 360,000 compounds, 4.4% hits; note: potency is the fitted concentration of half-maximal effect; % is set by controls: 0 for no effect and ±100 for the full control effect; nearly all actives have a fitted effect of over 60% in size
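AlphaScreen displacement: compounds (up to 110uM) incubated 30 min at room temperature with a preformed 50 nM BAZ2B/50 nM biotinylated H3K14Ac peptide complex in PBS pH 7.4 with Tween-20. Donor and acceptor beads at 10 ug/mL final added, 20 min light-protected before reading.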
GLS inh = qHTS for Inhibitors of Glutaminase (GLS). GLS enzymatic activity, qHTS titration. Potency, µM (series often up to 45.5 µM), inactives show top-dose activity change, negative = inhibition, hits mostly inhibitors. 410,000 compounds, 0.21% hits; note: potency is the fitted concentration of half-maximal effect; % is set by controls: 0 for no effect and ±100 for the full control effect
Target sequence (O94925 whole entry, looked up): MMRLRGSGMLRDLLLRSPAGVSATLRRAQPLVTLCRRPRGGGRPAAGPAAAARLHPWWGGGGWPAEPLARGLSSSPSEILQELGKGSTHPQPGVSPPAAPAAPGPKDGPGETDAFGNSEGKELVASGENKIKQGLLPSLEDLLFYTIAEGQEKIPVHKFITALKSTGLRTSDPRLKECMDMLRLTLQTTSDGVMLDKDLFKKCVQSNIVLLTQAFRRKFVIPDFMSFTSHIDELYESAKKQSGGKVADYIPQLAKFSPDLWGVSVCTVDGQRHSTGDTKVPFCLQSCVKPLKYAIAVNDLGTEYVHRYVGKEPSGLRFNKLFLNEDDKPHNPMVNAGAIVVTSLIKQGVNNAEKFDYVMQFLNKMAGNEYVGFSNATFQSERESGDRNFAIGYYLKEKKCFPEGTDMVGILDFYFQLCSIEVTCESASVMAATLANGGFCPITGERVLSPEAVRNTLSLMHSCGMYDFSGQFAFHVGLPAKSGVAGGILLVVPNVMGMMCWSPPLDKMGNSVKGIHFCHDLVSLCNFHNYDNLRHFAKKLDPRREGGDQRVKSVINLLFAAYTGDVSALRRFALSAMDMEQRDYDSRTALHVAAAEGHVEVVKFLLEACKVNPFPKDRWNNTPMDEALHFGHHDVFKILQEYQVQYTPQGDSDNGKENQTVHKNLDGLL
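hKGA; 45 mM KH2PO4 pH 8.2 + 0.02% Tween-20; cpd via pin tool; 1 mM Gln soln; GluOx/HRP/Amplex Red; RT 30 min; fluor. t0 & final.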
G9a block = qHTS Assay for Inhibitors of Histone Lysine Methyltransferase G9a; 350,000 compounds, 8.8% hits; Histone-lysine N-methyltransferase EHMT2 (Homo sapiens), Q96KQ7; Potency, µM (titrated, usually from 102 µM), inactives show top-dose activity, negative = inhibition, hits mostly inhibitors; G9a H3K9 monomethylation, AlphaScreen, 2 h; AID 504332, 2011; note: potency is the fitted concentration of half-maximal effect; % is set by controls: 0 for no effect and ±100 for the full control effect; nearly all actives have a fitted effect of over 75% in size
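Readings reflect AlphaScreen signal from monomethyl-H3K9 antibody detection. HMT at 20 nM; substrate b-H3K9 500 nM; cofactor SAM 20 uM; 2 h RT reaction; compounds tested as titrations in qHTS with 15 min preincubation.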
PI4K2A block = qHTS for small molecular inhibitors of PI4K2A | Phosphatidylinositol 4-kinase type 2-alpha (Homo sapiens), Q9BTU6 | purified PI4K2A, ADP-Glo luminescence, 1 h; stronger effect = lower value | activity change, negative = inhibition, % at 76.9 µM | 420,000 compounds, 0.13% hits | AID 1346378, 2018; in the data active = activity change below about -50%; inconclusive = mostly about -30% to -49%;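 note: -100% = wells without enzyme as full effect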
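In this quantitative HTS, ADP production by PI4K2A was quantified luminescently after 1 h at ambient temperature; 100 microM adenosine served as plate-quality control.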
HP1b binding inh = HTS for Inhibitors of HP1-beta Chromodomain Interactions with Methylated Histone Tails; Chromobox protein homolog 1 (Homo sapiens), P83916; AlphaScreen HP1-beta / biotin-H3K9me3 peptide binding; Potency, µM (highest dose often 114 µM), for the others: top-dose activity change, negative = inhibition, hits mostly inhibitors; 390,000 compounds, 0.56% hits; AID 540317, 2011; note: potency is the fitted concentration of half-maximal effect; nearly all actives have a fitted effect of over 70% in size; inactives centre near 23
Target sequence (P83916 whole entry, looked up): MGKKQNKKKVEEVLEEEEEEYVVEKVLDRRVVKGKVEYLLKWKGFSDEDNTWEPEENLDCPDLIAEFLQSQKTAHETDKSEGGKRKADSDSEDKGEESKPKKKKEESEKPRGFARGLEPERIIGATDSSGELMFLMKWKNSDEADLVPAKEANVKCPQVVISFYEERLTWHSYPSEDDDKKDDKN
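HP1-beta protein (50 nM final) preincubated 30 min at room temperature with biotinylated H3(1-18)K9me3 peptide (50 nM) in PBS pH 7.4, 0.01% Tween-20, then compound added for 30 min. AlphaScreen streptavidin donor/nickel chelate acceptor beads (10 ug/mL final), 30 min dark, luminescence read.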
Tb PGK inh = qHTS Assay to Find Inhibitors of Phosphoglycerate Kinase. 380,000 compounds, 0.043% hits. Potency, µM (top dose mostly 57.5 µM), without a hit: top-dose activity change, negative = inhibition, hits mostly inhibitors. PGK/GAPDH coupled, Kinase-Glo luminescence, 60 min; note: potency is the fitted concentration of half-maximal effect; % is set by controls: 0 for no effect and ±100 for the full control effect; nearly all actives have a fitted effect of over 60% in size
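Recombinant glycosomal PGK reaction used 1,3-bisphosphoglycerate generated in-well by GAPDH (100nM final) in 100mM TEA pH 7.6, 5mM MgCl2, 0.01% Tween-20. After 60 minutes at room temperature, ATP was read by Kinase-Glo Plus luminescence end-point.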
JMJD2A Tudor = qHTS Assay for Inhibitors of JMJD2A-Tudor Domain; AlphaScreen JMJD2A-Tudor / H3K4me3 peptide binding; 390,000 compounds, 4.4% hits; Lysine-specific demethylase 4A (Homo sapiens), O75164; Potency, µM (titrated, usually from 114 µM), for inactives: at the highest dose activity change, negative = inhibition, most hits filed as inhibitors; note: potency is the fitted concentration of half-maximal effect; % is set by controls: 0 for no effect and ±100 for the full control effect; nearly all actives have a fitted effect of over 50% in size
ERG-DNA inh = qHTS for Small Molecule Inhibitors of the ERG Ets/DNA interaction; Transcriptional regulator ERG (Homo sapiens), P11308; Potency, µM (series often up to 76.9 µM), for the others: top-dose FP activity, negative = inhibition, usual class: inhibitors; 370,000 compounds, 0.028% hits; fluorescence polarization, His-ERG Ets domain / labelled DNA; active = well fitted inhibition curve with a large enough effect in the polarisation, with a control signal flat; inconclusive = small, poorly fitted or top-dose-only effect, or effect the other way, or a change in a side signal; inactive = no such curve, though single readings can be large or run the other way; the % refers to the polarisation;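 note: polarization taken with two DNA probes labelled with fluorescein and Texas red; potency is the fitted concentration of half-maximal effect; % of control where 0% means no effect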
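His-tagged ERG Ets domain (1 uM in the protein solution; 300mM KCl, 50mM Tris-HCl, 1mM EDTA, 1mM DTT, pH 7.5) received compound, then a probe mix of 5 nM fluorescein-DNA and 100nM Texas-615-DNA. Fluorescence polarization was read for both dyes.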
Pin1 inhibitor = qHTS Assay to Find Inhibitors of Pin1; AID 504891, 2011; Peptidyl-prolyl cis-trans isomerase NIMA-interacting 1 (Homo sapiens), Q13526; Pin1 FP peptide displacement, HiFluor488, 10 min; 390,000 compounds, 0.009% hits; Potency, µM (series often up to 115 µM), without a hit: at the highest dose activity, negative = inhibition, usual class: inhibitors; active = well fitted inhibition curve with a large enough effect in the polarisation, with a control signal flat, not every such curve was filed as active; inconclusive = small, poorly fitted or top-dose-only effect, or effect the other way, or a change in a side signal; inactive = no such curve, though single readings can be large or run the other way; the % refers to the polarisation; note: potency is the fitted concentration of half-maximal effect; % is set by controls: 0 for no effect and ±100 for the full control effect
Target sequence (Q13526 whole entry, looked up): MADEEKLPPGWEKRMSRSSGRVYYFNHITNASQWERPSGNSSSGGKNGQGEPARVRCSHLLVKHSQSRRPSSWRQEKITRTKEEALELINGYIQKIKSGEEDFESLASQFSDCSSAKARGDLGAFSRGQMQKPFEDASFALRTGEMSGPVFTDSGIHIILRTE
* marks the source's active call; other numbers are inactive results; i = inactive; u = inconclusive; x = not tested or not shown; [ ] = remark or other dose. Unless noted, calls come from the whole dose curve; as a rule, active = well fitted curve in the direction sought with a large enough effect; inconclusive = small, poorly fitted or top-dose-only effect, or another doubt; inactive = no such curve, though single readings can be large; an effect the other way counts as inactive or inconclusive.

PI4K2A block	Tb PGK inh	ERG-DNA inh	JMJD2A Tudor	GLS inh	HP1b binding inh	Pin1 inhibitor	SMILES	G9a block	BAZ2B block
1.3	0.4%	-0.2%	4.2%	-12.6%	-1.7%	-1.4%	CC(=O)Nc1ccc(N(C(=O)c2ccccn2)C(C(=O)NC2CCCCC2)c2ccc(F)cc2)cc1 (stereo unspecified)	11.0%	0.3%
-2.3	-4.7%	3.6%	-11.0%	-6.4%	20.4%	22.0%	Cc1nnc(SCC(=O)NC2CCCC(C)C2C)n1N (stereo unspecified)	x	x
-12.3	3.1%	-3.8%	-8.9%	-6.7%	30.6%	0.5%	Cc1ccc(C(=O)Nc2ccc3nc(C)sc3c2)s1	14.9%[59 µM]	-8.8%
1.3	-10.1%	13.0%	3.7%	-1.0%	47.2%[activator]	-1.7%	O=C(c1ccc(Cl)nc1)N1CCN(S(=O)(=O)c2ccc3c(c2)OCCO3)CC1	-21.6%[12.7 µM]	-7.5%
3.6	-1.6%	-9.5%	-6.8%	17.9%	37.4%	-3.5%	CC(C)CCN1CCN(C2CSCCSC2)CC1CCO (stereo unspecified)	-26.2%	11.4%
0.6	i	-7.9%	-19.5%	1.2%	14.0%	0.9%	CCOc1ccccc1NC(=O)N1CCCC(c2nc3c(nnn3Cc3ccc(C)cc3)c(=O)[nH]2)C1 (stereo unspecified)	u	-6.3%
3.2	i	0.4%	-33.7%	1.8%	14.4%	-1.1%	Cc1ccc(C(=O)Nc2ccc3c(c2)N(C)C(=O)c2ccccc2S3)cc1	-11.5%[59 µM]	-4.8%
7.5	0.5%	14.8%	-7.0%	-11.0%	31.0%	-6.7%	Cc1cc(C)c(C#N)c(SCc2nc3ccccc3c(=O)[nH]2)n1	-34.3%	-14.6%
2.5	11.4%	8.6%	-33.7%	2.8%	22.5%	1.1%	CCOc1ccc(CCNC(=O)c2ccc(CS(=O)(=O)c3ccccc3C)o2)cc1OCC	-33.4%[59 µM]	-9.5%
4.0	-1.9%	16.7%	u	-5.9%	-14.0%	-4.1%	O=C(CN1CCN(CC(=O)Nc2ccc3c(c2)OC2(CCCCC2)O3)CC1)Nc1cccc(F)c1	x	x
-10.1	-4.9%	-1.6%	-28.5%	52.0%[activator]	-6.9%	-1.5%	CCOC(=O)C1CCCN(c2c(NCCCN(CC)c3ccccc3)c(=O)c2=O)C1 (stereo unspecified)	-30.0%[59 µM]	-1.7%
-4.6	-4.4%	-2.9%	-12.3%	-0.2%	54.4%[activator]	9.2%	CCc1[nH]nc(C(=O)NC2CCCN(Cc3ccccc3F)C2)c1C (stereo unspecified)	-0.9%	-10.6%
1.8	-1.6%	24.8%	-4.5%	-2.3%	35.0%	1.5%	CCOC(=O)c1c(-c2cccs2)csc1NC(=O)c1ccncc1	19.5%[2.33 µM]	13.4%
-3.2	i	4.9%	-8.8%[11.4 µM]	-10.3%	67.8%[activator]	1.3%	Cc1cc(C)n(-c2nc3c(c(=O)n(C)c(=O)n3C)n2Cc2cccc(Br)c2)n1	x	x
-0.2	i	-12.5%	-18.6%	-19.3%	18.9%	13.4%	COc1ccc(OC)c(NC(=O)c2cc(-c3cc(C)cc(C)c3O)n[nH]2)c1	20.4%	1.8%
89.9	i	-4.8%	8.3%[11.4 µM]	1.0%	17.6%	5.7%	CC1CCCC(C)N1CC(O)COc1c(F)cc(Br)cc1F (stereo unspecified)	-25.4%	-6.7%
0.2	-3.7%[11.5 µM]	x	-10.7%	0.4%	25.2%	1.9%	Cc1ccc(N2CC(C(=O)NCCc3ccc(S(N)(=O)=O)cc3)CC2=O)cc1 (stereo unspecified)	u	10.9%
-15.1	-8.8%	-5.8%	34.9%	-3.7%	32.9%[activator]	-1.5%	Cc1cc2n(n1)C(c1cn(-c3ccccc3)nc1C)Nc1ccccc1-2 (stereo unspecified)	0.2%[59 µM]	0.0%
-2.8	i	9.3%	-27.5%	-0.2%	47.3%[activator]	-11.5%	COc1ccc(C2C=C(c3ccc(C)c(C)c3)Nc3ncnn32)c(OC)c1OC (stereo unspecified)	50.1µM*	-23.7%
7.4	-5.3%	-7.2%	-2.6%	-5.1%	33.6%	0.6%	CCN(CC)S(=O)(=O)c1cccc(C(=O)NCCCN2CCOCC2)c1	18.5%[59 µM]	8.7%

2 compounds drawn at random from the list so far, as already listed:
PI4K2A block	Tb PGK inh	ERG-DNA inh	JMJD2A Tudor	GLS inh	HP1b binding inh	Pin1 inhibitor	SMILES	G9a block	BAZ2B block
-10.1	-4.9%	-1.6%	-28.5%	52.0%[activator]	-6.9%	-1.5%	CCOC(=O)C1CCCN(c2c(NCCCN(CC)c3ccccc3)c(=O)c2=O)C1 (stereo unspecified)	-30.0%[59 µM]	-1.7%
-0.2	i	-12.5%	-18.6%	-19.3%	18.9%	13.4%	COc1ccc(OC)c(NC(=O)c2cc(-c3cc(C)cc(C)c3O)n[nH]2)c1	20.4%	1.8%

New compounds follow
PI4K2A block	Tb PGK inh	ERG-DNA inh	JMJD2A Tudor	GLS inh	HP1b binding inh	Pin1 inhibitor	SMILES	G9a block	BAZ2B block
3.4	-7.4%	4.6%	-0.6%	-1.1%	57.5%[activator]	-4.3%	COc1nc(C)nc2c1sc(=S)n2C	14.3%[2.33 µM]	5.5%
-1.3	-3.4%	-9.2%	-4.1%	12.8%	25.8%	-6.0%	Cc1ccc(-n2c(SCC(=O)N3CCOCC3)nnc2-c2ccncc2)cc1C	18.0%[12.7 µM]	-4.4%
0.7	i	1.5%	u	3.7%	-1.0%[57 µM]	-8.6%	COc1ccc(N2CCN(CCCNC(=O)C3COc4ccc(OC)cc4C3)CC2)cc1 (stereo unspecified)	u	u
-1.3	-1.8%	15.1%	-8.3%	0.0%	23.3%	-3.8%	C=C(C)CCC(C)N1CCC(n2nccc2NC(=O)CCOc2ccccc2)CC1 (stereo unspecified)	x	-3.0%
-2.5	i	-8.1%	-25.0%	4.3%	-8.2%	-10.9%	CC(C)c1onc(C(=O)Nc2sc3c(c2C#N)CCC3)c1[N+](=O)[O-]	u	-33.8%
-0.1	10.9%	3.0%	-9.2%	1.6%	8.7%	-0.1%	O=C(NCCCn1ccnc1)/C(=C/c1ccc(F)cc1)NC(=O)c1ccccc1	10.0%	70.8µM*
-4.9	3.4%	10.7%	u	11.4%	25.3%	0.8%	Cc1cc(NN)nc2ccc(Cl)cc12	14.1µM*	-16.4%
-2.4	5.7%	-8.5%	0.8%[11.4 µM]	5.3%	26.7%	0.4%	CCOC(=O)N1CCN(C(=O)CN(c2ccccc2)S(C)(=O)=O)CC1	22.6%	-9.6%
5.0	-1.0%	11.7%	28.2µM*	-7.1%	u	-10.2%	Cc1cccc(C)c1OCCCCN1CCCCC1	79.4µM*	u
-4.0	i	-2.2%	-33.3%	7.2%	25.3%	0.7%	Cc1ccc(-c2ccc(/C=N/O)o2)cc1[N+](=O)[O-]	u	-28.4%
3.3	4.4%	-7.1%	-12.4%	6.6%	32.5%	u	COCCCNC(=O)CSc1ccsc1[N+](=O)[O-]	-44.9%	-24.7%
-3.6	4.4%	-5.3%	-7.6%	-6.5%	49.9%[activator]	5.7%	CCCCN(C(=O)c1cc(CC)c(C)s1)c1c(N)n(CCC)c(=O)[nH]c1=O	-20.8%	-4.0%
-3.3	3.4%	-1.7%	-9.0%	12.0%	27.8%	2.9%	OCCC#Cc1ccc(CN2CCN(C3CCCCC3)C(CCO)C2)cc1 (stereo unspecified)	x	3.2%
1.3	-9.0%	0.6%	4.5%	4.1%	32.5%	-1.2%	Cc1cccc(N2CCN(S(=O)(=O)c3cc(Cl)ccc3Cl)CC2)c1C	2.8%[59 µM]	-2.5%
0.0	-10.7%	14.1%	8.4%	-8.5%	38.0%	23.8%	COc1cccc(NC(=O)Cn2c(=O)n(Cc3ccc4c(c3)OCO4)c(=O)c3oc4ccccc4c32)c1	-1.7%[59 µM]	-3.2%
0.9	i	-3.6%	u	5.2%	34.5%	-5.4%	COc1ccc(CCNC(=O)Cc2c(C)c3cc4c(C)coc4cc3oc2=O)cc1OC	3.3%[59 µM]	2.2%
-6.4	-6.4%	-4.8%	u	5.5%	-17.9%	13.6%	Cc1c(C)n(C(=O)CN2CCN(c3ccccn3)CC2)c2ccccc12	u	u
-14.5	x	x	3.55µM*	u	-9.4%	-11.0%	Cc1[nH]n(-c2ccccc2)c(=O)c1/C=N/Nc1nncc(-c2ccccc2)n1	20µM*	4.47µM*
-1.2	-6.0%	-0.1%	7.0%	0.9%	15.4%	u	COc1ccc(OC(C)C(=O)N(C)Cc2nc(-c3cccc(C)c3)no2)cc1 (stereo unspecified)	24.4%	-1.3%
-2.2	i	10.3%	-11.0%	1.2%	6.9%	15.2%	COc1cc(C(=O)OCC(=O)NCc2ccccc2)cc(NC(=O)c2ccco2)c1OC	-43.9%[59 µM]	3.5%

Source: PubChem BioAssay (National Center for Advancing Translational Sciences (NCATS))
